Screens deposited in PubChem BioAssay by National Center for Advancing Translational Sciences (NCATS).
KDM5B inh: inhibitors of human KDM5B histone demethylase; Q9UGL1; KDM5B demethylase, FDH-coupled NADH fluorescence (FDH is formaldehyde dehydrogenase); Potency, µM (series often up to 57.7 µM), for the others: at the top dose activity change, negative = inhibition, usual class: inhibitors; 2.6% of 220,000 active; active = well fitted inhibition curve with a large enough effect; inconclusive = small, poorly fitted or top-dose-only effect; inactive = no such curve, though single readings can be large or run the other way; note: 0% is about no effect; nearly all actives have a fitted effect of over 70% in size
Target sequence (Q9UGL1 whole entry, looked up): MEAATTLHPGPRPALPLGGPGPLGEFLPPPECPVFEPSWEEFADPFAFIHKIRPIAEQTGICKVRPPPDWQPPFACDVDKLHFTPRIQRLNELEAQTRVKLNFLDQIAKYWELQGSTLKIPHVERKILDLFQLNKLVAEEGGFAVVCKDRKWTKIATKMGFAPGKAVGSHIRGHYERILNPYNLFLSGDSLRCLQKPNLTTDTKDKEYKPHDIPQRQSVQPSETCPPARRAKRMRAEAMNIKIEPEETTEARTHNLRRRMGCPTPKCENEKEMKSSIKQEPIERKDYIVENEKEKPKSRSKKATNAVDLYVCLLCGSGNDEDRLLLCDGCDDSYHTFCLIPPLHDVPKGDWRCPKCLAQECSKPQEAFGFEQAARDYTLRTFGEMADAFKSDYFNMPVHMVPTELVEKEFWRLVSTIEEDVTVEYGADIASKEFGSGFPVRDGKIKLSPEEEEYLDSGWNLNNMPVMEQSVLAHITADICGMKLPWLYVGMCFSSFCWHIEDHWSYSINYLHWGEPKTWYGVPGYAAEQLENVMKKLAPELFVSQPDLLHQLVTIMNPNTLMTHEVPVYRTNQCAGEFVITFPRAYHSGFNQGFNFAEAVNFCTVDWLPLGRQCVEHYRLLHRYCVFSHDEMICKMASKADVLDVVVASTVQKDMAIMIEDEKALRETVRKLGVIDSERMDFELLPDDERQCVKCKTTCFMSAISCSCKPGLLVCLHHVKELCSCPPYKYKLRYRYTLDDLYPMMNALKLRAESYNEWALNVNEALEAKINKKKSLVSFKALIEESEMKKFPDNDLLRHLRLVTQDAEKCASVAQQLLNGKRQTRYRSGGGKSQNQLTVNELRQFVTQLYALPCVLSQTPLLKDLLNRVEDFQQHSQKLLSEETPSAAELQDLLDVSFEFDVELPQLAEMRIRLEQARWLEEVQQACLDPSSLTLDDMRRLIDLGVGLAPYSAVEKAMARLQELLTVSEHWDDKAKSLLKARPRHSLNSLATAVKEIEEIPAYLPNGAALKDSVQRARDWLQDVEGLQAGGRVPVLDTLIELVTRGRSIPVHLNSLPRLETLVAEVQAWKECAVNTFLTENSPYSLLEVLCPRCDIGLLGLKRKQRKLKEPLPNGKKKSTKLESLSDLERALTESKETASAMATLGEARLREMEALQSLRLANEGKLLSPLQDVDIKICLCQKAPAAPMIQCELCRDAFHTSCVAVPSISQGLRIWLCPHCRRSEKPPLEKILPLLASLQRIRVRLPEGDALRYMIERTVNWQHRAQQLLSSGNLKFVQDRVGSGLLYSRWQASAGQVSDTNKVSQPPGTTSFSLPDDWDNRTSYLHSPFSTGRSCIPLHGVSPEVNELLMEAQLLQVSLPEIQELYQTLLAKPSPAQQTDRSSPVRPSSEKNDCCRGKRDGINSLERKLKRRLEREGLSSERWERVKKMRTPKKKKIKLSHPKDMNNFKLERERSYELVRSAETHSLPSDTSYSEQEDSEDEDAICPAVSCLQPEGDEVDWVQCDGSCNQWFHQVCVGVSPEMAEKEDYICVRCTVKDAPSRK
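Compound dilutions met 200 nM (final) KDM5BΔAP for 10 min at room temperature before substrate addition. The substrate mix held 12.5 µM H3K4me3 with cofactors 25 µM α-ketoglutarate and 50 µM Fe²⁺. NADH signal gain over 30 min defined activity.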
* marks the source's active call; other numbers are inactive results; ? = inconclusive; [ ] = dose if it differs, or a comment. Potency is the fitted concentration of half-maximal effect. This is a subset (hit frequency here may not be typical).

SMILES	KDM5B inh
CCOc1ccccc1NC(=O)/C=C/c1ccc2ccccc2n1	0.1%
CCOCCOC1CCN(S(=O)(=O)Cc2ccccc2F)CC1	18.0%
CNC(=O)c1cc[nH]c1C1CCCN(C(=O)c2cscn2)C1 (stereo not given)	16.4%
COC[C@@H]1CN(C(=O)COc2ccc(F)cc2)C[C@H]1c1ccccn1	4.4%
CCn1ccc(C(=O)N2CCC(N3C[C@H](O)C[C@H]3C(=O)NCc3cccc(OC)c3)CC2)n1	3.3%
O=[N+]([O-])c1cc(-c2nc(-c3ccccc3)no2)ccc1N1CCCCC1	-15.0%
CCNC(=O)C1CCN(CC(C)C)CC1	-12.6%
Cc1ccc(S(=O)(=O)N(Cc2ccc(C#N)cc2)c2nc3nc(C)cc(C)n3n2)cc1	7.5%
Cn1nc(C2CCN(C(=O)c3ccc4ncccc4c3)CC2)c2c1CCOC2	-15.9%
CC(=O)NCC(=O)N1CCC(Oc2ccccc2-c2nc(C3CC3)no2)C1 (stereo not given)	?
CCn1c(CC2CCN(Cc3cccc(C(=O)OC)n3)CC2)n[nH]c1=O	-9.4%
O=C(Nc1ccc(Cl)cc1Cl)c1ccccc1-c1ccccc1	?
CCCCN1C(=O)C(O)(CC(=O)c2c(C)cc(C)cc2C)c2ccccc21 (stereo not given)	-15.7%
Cc1cc(NC(=O)C2CCN(C(=O)c3ncn4c3COC(c3ccc(F)cc3)C4)CC2)ccc1Cl (stereo not given)	5.6%
Cn1ccc2c(C(=O)N3CCCC(c4ccc(C(=O)O)cc4)C3)cccc21 (stereo not given)	?
CCC(C)c1ccc(NC(=O)c2ccccc2OC)cc1 (stereo not given)	1.2%
CCCCn1c(=O)n(CC(C#N)CCC#N)c(=O)c2c1nc(CO)n2CCC (stereo not given)	11.9%
O=C1C=C(NCCc2ccc(Cl)cc2)C2(CCCCC2)O1	13.1%
COc1ccc(NC(=O)c2ccco2)cc1NC(=O)c1cc(OC)c(OC)c(OC)c1	3.0%
CC(C)N1C[C@H](O)C[C@H]1c1nnc2n1CCN(C(=O)CC1CCCC1)CC2	-15.9%
COc1cc(CCC(=O)NC2CCc3nnc(C4CC4)n3CC2)on1 (stereo not given)	-26.8%
CCOC(=O)C1(CC2CCCCO2)CCN(Cc2c(C)cc(C)cc2-n2cccn2)CC1 (stereo not given)	8.6%
CC(C)C1=NOC2(CCN(Cc3c[nH]c4ccccc34)CC2)C1	32.8%[activator][149 µM]
O=C(O)c1cccc2c1CCN2S(=O)(=O)c1ccccc1	-11.2%
Cc1cccc(OCC(=O)N2CCC(Cc3nc(-c4cnccn4)no3)CC2)c1	-12.8%
O=C(O)C[C@@H]1CCN(C(=O)C(=O)O)C[C@@H]1CC1=NCCc2ccccc21	?
Cc1cc2nc3n(c(=O)c2n1CC(=O)N1CCCc2ccccc21)CCCCC3	23.0%
Cc1noc(-c2ccccc2Cl)c1C(=O)NCc1cc(F)cc(F)c1	13.4%
CCCn1c(Cn2nnc(-c3ccc(F)cc3)n2)nc2cc(S(=O)(=O)N3CCOCC3)ccc21	-5.5%
O=C(NCc1ccccc1)C(c1ccccc1F)N(C(=O)c1csnn1)C1CCCC1 (stereo not given)	12.9%
CCCN(CCC)CCNC(=O)C1CCN(c2nc3ccc(CC)cc3s2)CC1	-21.6%
COc1ccc(OC)c(CCNC(=O)c2cc3c(=O)oc4ccc(C)cc4c3s2)c1	3.5%
CNC(=O)[C@@H](c1ccccc1OC)N1CCC[C@H]1C(=O)N1CC[C@@H](O)C1	-6.8%[86.2 µM]
Cc1noc(C)c1S(=O)(=O)N1CCC2(C1)C(=O)N(c1ccccc1)c1ccccc12 (stereo not given)	?
CCN(Cc1ccncc1)C(=O)CCC[C@@H]1[C@H]2CCCN3CCC[C@@H](CN1C(C)=O)[C@@H]23	?
COc1ccc2oc(-c3ccc(C)c(NC(=O)c4ccc(-c5ccccc5[N+](=O)[O-])o4)c3)nc2c1	?

Another view of 3 compounds above.
> CCCn1c(Cn2nnc(-c3ccc(F)cc3)n2)nc2cc(S(=O)(=O)N3CCOCC3)ccc21
  KDM5B inh: -5.5%
> O=C(NCc1ccccc1)C(c1ccccc1F)N(C(=O)c1csnn1)C1CCCC1 (stereo not given)
  KDM5B inh: 12.9%
> CCCN(CCC)CCNC(=O)C1CCN(c2nc3ccc(CC)cc3s2)CC1
  KDM5B inh: -21.6%

New compounds follow.
SMILES	KDM5B inh
COc1ccc(-c2nc(CS(=O)(=O)CC(=O)NCc3cccnc3)c(C)o2)cc1	-14.7%
COc1ccc(CNC(=O)COC(=O)CCN2C(=O)C3CC=CCC3C2=O)cc1OC (stereo not given)	14.0%
Cc1ccc(-c2ccnc3cc(C)nn23)cc1	-18.8%
O=C(c1ccccc1)N1CCCC2(C1)C(=NC1CCCC1)NC(=O)N2c1cc(F)cc(F)c1 (stereo not given)	10.8%
CCOc1ccccc1C1NC(=O)N(CC(=O)Nc2ccc(C)cc2C)C2=C1C(=O)OC2 (stereo not given)	-1.9%
CC(=O)c1cccc(NC(=O)C2(c3ccccc3)CCCC2)c1	-11.6%
COc1ccc(C(=O)NCC2Cn3cccc3C(=O)N2Cc2ccccc2)cc1 (stereo not given)	15.5%
CCc1sc(Nc2cccc(C)c2C)nc1-c1cc2cccc(OC)c2oc1=O	5.7%
Cc1noc(C)c1[S+](=O)([O-])N1CCC(c2nn(C)c(=O)[nH]2)CC1	17.8%
O=C(Nc1cccc(F)c1)N1CCN(C(=O)c2ccco2)CC1	5.7%
COC(=O)c1ccccc1NC(=O)c1ccc2c(=O)n3c(nc2c1)CCCCC3	?
C/C(=C/C(=O)C(F)(F)F)N1CCN(C/C=C/c2ccccc2)CC1	2.4%
Cc1cccc(C2CC(=O)Nc3cc4c(cc32)OCO4)c1 (stereo not given)	18.0%
COc1ccc(NC(=O)C2(C)CCCc3cnc(N(C)C)nc32)cn1 (stereo not given)	35.5µM*
CCOc1ccc(N(C)C(=O)C2CCN(S(=O)(=O)c3c(C)noc3/C=C/c3ccc(C)cc3)CC2)cc1	-14.7%
CCc1ccc(C2C(C(=O)Nc3ccccc3)=C(C)Nc3c(C(=O)Nc4ccc(C)cc4)cnn32)cc1 (stereo not given)	-44.9%
COc1ccc(CNC(=O)CN2C(=O)COc3ccccc32)c(OC)c1	4.4%
Cc1cc(SCC(=O)Nc2ccc(F)cc2F)nc(=O)[nH]1	?
Cc1cc(C(=O)NC2CCN(C(=O)C3CC3)CC2)c2ccc(F)cc2n1	-7.3%
COc1cccc(C(=O)N2CCCC(c3nn(-c4ccc(Cl)cc4)c(=O)[nH]3)C2)c1 (stereo not given)	8.9%
COc1ccc(-c2cnc(NCc3ccccc3)c3c2CCO3)cc1	?
CC(NC(=O)CNC(=O)c1cccs1)c1ccncc1 (stereo not given)	18.0%
Cc1ccc(C(=O)N2CCC(C(NC(=O)C(C)C)C(=O)NCC(C)C)CC2)cc1 (stereo not given)	9.0%
COc1ccc(NC(=O)C(CC(C)C)NC(=O)C2CCCCC2)c(OC)c1 (stereo not given)	-22.5%

Shown with each value named: 4 of the compounds above.
Structure: COc1ccc(CNC(=O)CN2C(=O)COc3ccccc32)c(OC)c1
  KDM5B inh: 4.4%

Structure: Cc1cc(SCC(=O)Nc2ccc(F)cc2F)nc(=O)[nH]1
  KDM5B inh: ?

Structure: Cc1cc(C(=O)NC2CCN(C(=O)C3CC3)CC2)c2ccc(F)cc2n1
  KDM5B inh: -7.3%

Structure: COc1cccc(C(=O)N2CCCC(c3nn(-c4ccc(Cl)cc4)c(=O)[nH]3)C2)c1 (stereo not given)
  KDM5B inh: 8.9%

(further entries)
SMILES	KDM5B inh
CN1C[C@@H](NS(=O)(=O)Cc2ccccc2)C[C@H]1c1nc(-c2ccccc2)no1	-18.9%[86.2 µM]
O=C(COc1ccccc1)N1CCC(c2nc(C3CCOCC3)no2)CC1	-12.5%
Cc1ccc(CN2c3ccccc3-c3nc(SCC(=O)NCc4ccccc4)ncc3S2(=O)=O)cc1	-24.5%
CCN(CC)CCn1c(=N)n(CCOc2ccccc2Cl)c2ccccc21	-14.0%
COc1nccnc1NC1CCN(C(=O)Cc2ccsc2)CC1	31.6µM*
CC(=O)N1CCN(c2cncc(C(=O)N3CCOCC3)n2)CC(O)C1 (stereo not given)	22.4µM*
O=S(=O)(c1ccc(Br)cc1)c1nc(-c2ccccc2)oc1N1CCOCC1	?
Cc1ccc(CSc2nc3ccc(NC(=O)COc4ccccc4)cc3s2)cc1	-15.7%
CC(C)(C)c1cc(NC(=O)Nc2cc(Cl)cc(Cl)c2)no1	6.3%
Cc1ccc(NC(=O)c2sc(-n3nc(C)c(Cl)c3C)nc2C)c(C)c1	1.1%
COc1cc(CC(=O)OCc2c(Cl)cccc2Cl)cc(OC)c1OC	5.2%
CC(C)CN1CCN(C(=O)C2CCCN(S(=O)(=O)c3ccccc3)CCC(=O)NCC2)CC1 (stereo not given)	?
O=C(NCCn1ccn2nc(-c3ccc(F)cc3)cc2c1=O)c1cccc2[nH]ccc12	28.2µM*
CCc1nc2c(c(-c3ccc(Cl)cc3)n1)CCN(Cc1ccc(N(C)C)cc1)CC2	-25.6%
COc1ccc(S(=O)(=O)N2CCC(c3nnc(-c4ccccc4C)o3)CC2)c(OC)c1	?
CCCCn1c(CN(C)Cc2cnn(-c3ccccc3C)c2)cnc1S(=O)(=O)CC	6.3%
COc1cccc(C(O)c2nc(C(=O)Nc3nc(C)cs3)c(C)o2)c1 (stereo not given)	-11.8%[86.2 µM]
O=C1CC(c2noc(-c3ccco3)n2)CN1C1CCCCC1 (stereo not given)	-17.2%
O=C(N/N=C/c1ccsc1)c1c[nH]c2ccccc12	-15.4%
CCOc1ccc(CC(=O)N2CCC(n3cc(-c4nc(C5CC5)no4)nn3)C2)cc1 (stereo not given)	-3.6%
COc1ccc(-c2noc(N3CCC(C(=O)N4CCN(c5cccc(OC)c5)CC4)CC3)n2)cc1	-5.3%
Cc1ccc2nc(C)c(C(=O)NC3CCN(Cc4ccccc4)CC3)cc2c1	-3.4%
Cc1ccc2nc(C)c3c(c2c1)OC(C(C)(Cl)Br)C3 (stereo not given)	-3.4%
COc1ccc(Cl)cc1NC(=O)CN1C(=O)NC2(CCCCC2)C1=O	20.4%
CC(=O)Nc1cccc(NC(=O)c2csc(C)c2)c1	3.4%
CCn1cc(S(=O)(=O)N2CCC(C(=O)O)(n3cccn3)CC2)cn1	29.0%
COCCNc1ncnc2c1CN(c1ccccc1C)C(=O)CN2C	-39.7%[86.2 µM]
COCCN1C(=O)C(=O)/C(=C(/O)c2ccc3c(c2)OCCO3)C1c1cccc(O)c1 (stereo not given)	-15.0%
CCOC(=O)c1ccc(NC(=O)c2c(C)oc3nc(C)nc(N4CCCC4)c23)cc1	4.4%
CNC(=O)NC(=O)C(C)N(C)Cc1ccccc1 (stereo not given)	10.9%
Cc1ccccc1NC(=O)c1sc2nc3n(c(=O)c2c1C)N=C(c1ccccc1)CS3	-33.5%
Cc1cn(CC(=O)N[C@@H]2COCC[C@@H]2OCC2CC2)c(=O)[nH]c1=O	-22.5%
Cc1ccc(Nc2nc(N)c(C(=O)c3c(C)[nH]c4ccccc34)s2)c(C)c1	-25.9%
COc1ccc(CNC(=O)c2ccc3c(c2)nc2n3CCOC2)c(OC)c1	-5.4%
CN(C)C(=O)N1CCN(C2CCNCC2)C(=O)C1	?
Cc1nn(CCC(=O)Nc2ccc(F)cc2)c(C)c1S(=O)(=O)N1CCC(C)CC1	7.4%

As a short view, some entries already given.
SMILES	KDM5B inh
Cc1ccc2nc(C)c(C(=O)NC3CCN(Cc4ccccc4)CC3)cc2c1	-3.4%
Cc1ccc2nc(C)c3c(c2c1)OC(C(C)(Cl)Br)C3 (stereo not given)	-3.4%
COc1ccc(Cl)cc1NC(=O)CN1C(=O)NC2(CCCCC2)C1=O	20.4%

(continued)
SMILES	KDM5B inh
Cn1c(Cn2ccnc2)nnc1C1CCCN(c2ncccc2C(N)=O)C1 (stereo not given)	26.1%
CN1[C@@H](CCC(=O)N2CC[C@@H](O)C2)CNC(=O)[C@@H]2[C@H]1CCN2Cc1csnn1	?
O=C(O)COc1ccc(NC(=O)c2ccc3c(c2)C(=O)N(C2CCCCC2)C3=O)cc1	-3.4%
Cc1ccccc1C(=O)N1CCc2c(nc(-c3ccncc3)nc2N(C)C)C1	-19.4%
COc1ccc2c(c1)c(CC(=O)Nc1cc(C)cc(C)c1)c(C)n2C(=O)c1ccc(Cl)cc1	5.0%
CC(CC(=O)NCc1ccc(Cl)cc1)CC1=NS(=O)(=O)c2ccccc2N1 (stereo not given)	-4.7%
O=C(NCCCNC(=O)C1CCCC1)C1CCCC1	11.4%
Cn1c(C(=O)O)c(S(=O)(=O)c2ccc(Cl)cc2)c2ccccc21	-11.9%
Cc1ccc(C(=O)N2CCn3c(nn(-c4ccc(F)cc4F)c3=O)C2)cc1	-26.2%
Cn1nccc1CCNC(=O)[C@H]1CNC[C@H](C(=O)N2CCOCC2)C1	12.6%
Cc1ccc(C)c(NC(=S)NNC(=O)C(c2ccccc2)c2ccccc2)c1	-3.2%
O=C(Nc1nnc(S(=O)(=O)N2CCCc3ccccc32)s1)c1ccc(Cl)cc1	-9.8%
COc1ccc(C(=O)N2C(C(=O)NCc3ccco3)COC23CCN(C(=O)CC(C)(C)C)CC3)cc1 (stereo not given)	-24.5%
COc1ccc(S(=O)(=O)N2CCC(C(=O)Nc3ccccc3Cl)CC2)c2cccnc12	21.9%
COc1ccc(-c2nc(-c3ccc(Br)cc3)no2)cc1	24.9%
COc1ccccc1CN1CCCC(C(=O)N2CCCCC2)C1 (stereo not given)	?
Cc1cccc(C)c1NC(=O)N1CCCC1c1nncn1C1CCCC1 (stereo not given)	-15.1%
CCOc1cc(/C=C2\NC(=O)NC2=O)ccc1OCc1ccc(Br)cc1	10.6%
COCC(=O)NC1CCN(c2nc3ncccc3o2)CC1	31.6µM*
Cc1ccc(OC(C)C(=O)Nc2cccc3cccnc23)cc1C (stereo not given)	-7.5%
